M. tuberculosis – growth inhibition of non-replicating M. tuberculosis (AID 488890); Mycobacterium tuberculosis non-replicating, growth inhibition; higher % means a stronger effect; inhibition, % at 25 µM; hits with a dose series show IC50 in µM; 320,000 compounds, 0.39% hits; in the data active = a potency from the dose series; inconclusive = inhibition mostly from about 82% at the one dose, without a potency; inactive = the rest, 99 in 100 with inhibition below about 76%;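 also: plate controls were DMSO cells for no effect and high antibiotic wells for full effect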
influenza NS1A – H1N1 influenza NS1A inhibitors, functional cell based assay (AID 504329); NS1A functional cell-based assay, percent inhibition; higher % means a stronger effect; inhibition, % at 12.5 µM, or IC50 in µM where a hit was titrated; 340,000 compounds, 0.3% hits; in the data active = a potency from the dose series; inconclusive = inhibition above about 27% without an active follow-up result; also: strong numbers were not always called active
M. tuberculosis HTS – M. tuberculosis growth inhibition, HTS (AID 449762); 330,000 compounds, 0.59% hits; M. tuberculosis H37Rv growth inhibition, 7H9 media; higher % means a stronger effect; one-dose inhibition, % at 25 µM; IC50 in µM for titrated hits; in the data active = a potency from the dose series; inconclusive = inhibition above about 70% without an active follow-up result;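 also: bacterial growth assessed after seven days of incubation; strong numbers were not always called active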
inhibitors of VEEV – inhibitors of VEEV TC-83 cytopathic effect, confirmation, Vero cells (AID 588727); Vero cells, VEEV TC-83 cytopathic effect inhibition; higher % means a stronger effect; inhibition, % at 20 µM; hits with a dose series show IC50 in µM; 350,000 compounds, 0.13% hits; in the data active = a potency from the dose series; inconclusive = inhibition mostly from about 14% at the one dose, without a potency; inactive = the rest, 99 in 100 with inhibition below about 12%; also: strong numbers were not always called active
PhoP GFP inhibition – PhoP regulon inhibitors, Salmonella typhi PhoP promoter GFP reporter, confirmatory (AID 1850) | Salmonella Typhi PhoP-promoter GFP reporter, fluorescence, 4 h; higher % means a stronger effect | inhibition, % at 50 µM; hits with a dose series show IC50 in µM | 310,000 compounds, 0.33% hits; in the data active = a potency from the dose series; inconclusive = inhibition mostly from about 25% at the one dose, without a potency; inactive = the rest, 99 in 100 with inhibition below about 19%;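 also: 0% = induced wells with vehicle and 100% = uninduced wells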
* marks the source's active call; other numbers are inactive results; i = inactive; ? = inconclusive; nt = no result given.

SMILES | M. tuberculosis | influenza NS1A | M. tuberculosis HTS | inhibitors of VEEV | PhoP GFP inhibition
COCCN(C(=O)COC(=O)c1cccs1)c1c(N)n(Cc2ccccc2)c(=O)[nH]c1=O | -8% | -5% | -16% | 4.9% | -6%
COc1ccc(N(CC(=O)N2CCN(c3ccccc3)CC2)S(=O)(=O)c2ccc(C)cc2)cc1 | -9% | -7% | 0% | i | -3%
CC12CCC(=O)N1C(C(=O)Nc1cccc(S(=O)(=O)N3CCCCCC3)c1)CS2 (stereo not given) | 6% | -1% | -8% | 5.8% | -3%
Cc1ccccc1OCC(O)Cn1c(NCCN(C)C)nc2c1c(=O)n(C)c(=O)n2C (stereo not given) | -3% | -1% | -6% | 2.8% | -6%
COc1ccc2oc(=O)c(C(=O)N3CCc4ccccc43)cc2c1 | 4% | 7% | -2% | 1.4% | -9%
CCOC(=O)c1c(CSc2ccc(C)cc2)oc2ccc(O)cc12 | 6% | -3% | 3% | 8.9% | 10%
CCOC(=O)Cn1c(=O)oc2cc(S(=O)(=O)N3CCN(C(=O)c4ccco4)CC3)ccc21 | 2% | 0% | 2% | 1.4% | -10%
O=C(c1ccc(-c2ccccc2)cc1)N1CCN(Cc2ccccn2)CC1 | nt | 1% | nt | 5.8% | nt
Cc1nc2ncnn2c(C)c1CCC(=O)Oc1ccccc1 | 10% | -1% | 7% | 2.2% | -6%
Cc1ccc(CN(C)C(=O)CC2C(=O)NCCN2CC2CCCCC2)cc1 (stereo not given) | 2% | 6% | -6% | 1.6% | 5%
Cc1cccc(OCC(=O)NNC(=O)Cn2c(=O)cnc3ccccc32)c1 | -24% | -5% | -8% | 5.8% | -1%
Cc1cc(C)cc(NC(=S)N2CCC(N(C)CC3CCCO3)CC2)c1 (stereo not given) | -4% | 11% | 11% | i | 10%
Cc1cccc2sc(NC(=O)Cn3c(C)csc3=O)nc12 | nt | 5% | nt | 10% | nt
O=C(O)CC(C(=O)Nc1ccc(Cl)cc1)N1CCCCCC1 (stereo not given) | -4% | -8% | 0% | 0.5% | -4%
C=CCn1c(NCc2cc(C)ccc2O)nc2ccccc21 | 69% | 4% | -5% | 4.3% | 2%
Cc1ccc(-c2nc(N=Nc3ccc(O)cc3)n[nH]2)cc1 | 40% | 3% | 5% | 10% | 4%
COC(C(=O)Nc1ccnn1C1CCN(C(=O)c2ccc(C)cc2)CC1)c1ccccc1 (stereo not given) | 17% | 4% | -2% | 1.2% | 5%
O=c1oc2ccccc2c(N2CCCC2)c1CN1CCCC1 | 16% | 1% | -6% | 0.4% | 8%
O=C(NCc1ccco1)c1cc2n(n1)C(C(F)(F)F)CC(c1ccc(Br)cc1)N2 (stereo not given) | -27% | 1% | -8% | i | 12%
COc1cc(C(=O)NCCC(=O)NCc2ccc3c(c2)OCO3)cc(OC)c1OC | 2% | 9% | -2% | 0.9% | -7%
O=C(COC(=O)C1CCN(c2ccc(C(F)(F)F)cn2)CC1)c1cccc(Br)c1 | 78% | -3% | ? | 2.5% | 8%
CCc1ccc(CN(C(=O)COc2c(C)cccc2C)C2CCS(=O)(=O)C2)cc1 (stereo not given) | 9% | -2% | 8% | 6.4% | 2%
CCn1c(C(C)NS(=O)(=O)c2ccc(Cl)cc2)n[nH]c1=S (stereo not given) | -23% | -4% | -8% | 1.7% | -3%
CCNC(=O)/C(C#N)=C/c1c(N2CC(C)OC(C)C2)nc2ccccn2c1=O (stereo not given) | -28% | -2% | 0% | 0.6% | -2%
COc1cc(OC)cc(C(=O)Nc2cccc(N3CCCC3)c2)c1 | ? | 15% | 6% | 0.5% | 9%
SMILES | M. tuberculosis | influenza NS1A | M. tuberculosis HTS | inhibitors of VEEV | PhoP GFP inhibition
Cc1ccc(NC(=S)NC(C)CCc2ccccc2)cc1C (stereo not given) | ? | 10% | 6% | i | -10%
Clc1cccc(-c2cc3nc4c(c(N5CCOCC5)n3n2)CCCC4)c1 | 30% | 4% | 59% | i | -2%
CCC(C(=O)Nc1cccc(S(=O)(=O)N(C)c2ccccc2)c1)c1ccccc1 (stereo not given) | 11% | -1% | -1% | 4.9% | nt
C=CCSc1nc(C)c(CC(=C)C)c(=O)[nH]1 | 2% | -8% | 4% | 6.9% | -11%
COc1ccc(C(=O)NCC(=O)OCC(=O)c2ccc3c(c2)NC(=O)CO3)cc1OC | -1% | nt | -2% | 0.1% | 0%
Cc1c(Cl)cnc(NC(=O)CSc2nnc3ccccn23)c1Cl | nt | -19% | nt | 1.8% | nt
C/C(CC(=O)Nc1cccnc1)=N\NC(=O)C(=O)Nc1cccc(C)c1 | 7% | 8% | ? | 2.5% | 5%
CCOC(=O)Cn1cc(/C=N/NC(=O)c2ccc(C#N)cc2F)c2ccccc21 | -2% | 3% | -6% | 1.0% | 11%
O=S(=O)(c1ccc(Cl)cc1)N1CCC(N2CCCCCC2)CC1 | 32% | -6% | -7% | i | 2%
COc1ccccc1NS(=O)(=O)c1cc(NC(=O)c2sccc2C)ccc1N1CCOCC1 | 23% | -7% | -6% | 3.7% | 2%
COc1ccc(N(CC(=O)O)S(=O)(=O)c2cccnc2)cc1 | -4% | -1% | -10% | 0.2% | 2%
CCOC(=O)C1=C(C)N=c2s/c(=C3/C(=O)Nc4ccccc43)c(=O)n2C1c1ccc(C)cc1 (stereo not given) | 62% | 12% | 15% | 4.4% | -11%
COC(=O)c1cn(C(=O)/C=C/c2ccc(OC)c(OC)c2)c2ccccc12 | 4% | -1% | 2% | 7.0% | -3%
N#Cc1ccccc1OCc1cccc(S(=O)(=O)N2CCOCC2)c1 | 4% | -15% | -7% | i | nt
CCOc1ccccc1OCCCOc1ccc(C)cc1Cl | 22% | -18% | 1% | 0.1% | 13%
CS(=O)(=O)Oc1ccc2c(c1)O/C(=C\C=C\c1ccccc1)C2=O | 26% | -9% | 2% | 5.7% | -4%
CN(C)S(=O)(=O)c1ccc(S(=O)(=O)N(CC(=O)Nc2ccccc2)Cc2ccco2)cc1 | 8% | -8% | 0% | i | 0%
Cn1c(CCC(=O)OCC(=O)NCc2ccccc2Cl)nc(=O)c2ccccc21 | -17% | 0% | 0% | 1.0% | 1%
C=CCN1C2CCCC1CC(NC(=O)Nc1cc(C)cc(C)c1)C2 (stereo not given) | -10% | 12% | -10% | i | -7%
Cc1nc2nc(Cc3ccccc3)[nH]n2c(=O)c1Cc1ccccc1 | 20% | -12% | 9% | 4.5% | 4%
COc1ccc(NC(=O)C(=O)NNC(=O)c2ccc(Cl)cc2Cl)cc1 | ? | -10% | 59% | 0.2% | -5%
O=c1[nH]c(CN2CCOCC2)nc2cc(Cl)ccc12 | -6% | -3% | 0% | i | -6%
CCn1c(=O)c(C(=O)NCc2ccccc2OC)c(O)c2ccccc21 | -2% | -26% | -6% | 3.6% | -8%
CS(=O)(=O)c1ccc(-c2sc3ccccc3c2C(=O)NCCCN2CCOCC2)cc1 | -6% | 12% | -1% | 0.3% | nt
COc1ccc(S(=O)(=O)N(C)c2ccc(C(=O)N3CCOCC3)cc2)cc1OC | -4% | -2% | -4% | 0.9% | -3%
SMILES | M. tuberculosis | influenza NS1A | M. tuberculosis HTS | inhibitors of VEEV | PhoP GFP inhibition
COc1cc(-c2nc(S(=O)(=O)c3ccc(C)cc3)c(N(C)C)o2)cc(OC)c1OC | -11% | 21% | -4% | 0.4% | 1%
COc1ccc(NS(=O)(=O)c2ccc3c(c2)CCC(=O)N3)c(OC)c1 | 14% | -10% | 0% | 2.7% | -3%
c1n[nH]c(NCc2ccc3c(c2)OCO3)n1 | 1% | 1% | -15% | 3.1% | -2%
CC(=O)Nc1ccc(S(=O)(=O)Nc2cc(S(=O)(=O)N3CCCCC3)ccc2O)cc1 | nt | -6% | nt | 1.9% | nt
O=C(COc1ccc2c3c(c(=O)oc2c1)CCCC3)NCc1cccnc1 | 38% | 2% | 2% | 1.2% | 17%
Cc1ccc(Nc2ncnc(N)n2)cc1 | 14% | 5% | -8% | 1.0% | 6%
O=C(Cc1ccc([N+](=O)[O-])cc1)N1N=C2CCCCC2C1(O)C(F)(F)F (stereo not given) | -4% | nt | -1% | 2.8% | 4%
COc1cc(-c2nnc(NC(=O)CCS(=O)(=O)c3ccc(F)cc3)o2)cc(OC)c1OC | 58% | 93% | 14% | 4.5% | -5%
C=Cc1cc2c(cc1O)CCC1C2CCC2(C)C(O)CCC12 (stereo not given) | nt | 1% | nt | 6.6% | nt
CC(C)NS(=O)(=O)c1ccc(NC(=O)C(C)OC(=O)C2CCC2)cc1 (stereo not given) | -4% | -17% | 6% | 1.5% | nt
CCn1c(=N)n(CC(=O)c2ccc(OC)c(OC)c2)c2ccccc21 | 7% | -1% | -8% | 3.1% | 2%
O=S(=O)(NCC1CCN(c2ccc(S(=O)(=O)N3CCOCC3)cc2)CC1)c1ccc(F)cc1 | 2% | 4% | 0% | 3.2% | 1%
O=C(COC(=O)Cc1ccsc1)Nc1cccc(F)c1 | -6% | -4% | -14% | 2.8% | nt
CC1=NOC(=O)/C1=C/c1ccc(O)c(Br)c1 | -8% | -25% | -9% | 0.9% | 15%
Cc1cc(C)n2c(SCc3ccc(Br)cc3)nnc2n1 | 2% | nt | -8% | 4.1% | 4%
CC(=O)N1c2c(cc(Br)cc2S(=O)(=O)N2CCN(c3ccccc3F)CC2)CC1C (stereo not given) | -2% | 1% | 2% | 0.6% | 2%
Cc1nnc(SCC(=O)Nc2ccc(F)cc2F)n(N)c1=O | -15% | -3% | -13% | 0.8% | -7%
CC1CCN(C(=O)c2cc(S(=O)(=O)N3CCCCC3)c[nH]2)CC1 | 20% | -7% | -6% | 0.9% | nt
CC(=O)N1CCN(C2=NC(=O)/C(=C/c3ccc(OS(=O)(=O)c4ccccc4)cc3)S2)CC1 | 29% | 4% | 2% | 8.9% | 2%
Cc1cccc(C(=O)Nc2cc(C)ccc2NC(=O)COc2ccccc2)c1 | -3% | 2% | -3% | 1.1% | 3%
O=C1CC(Cc2ccc(Cl)cc2)C(=O)N1c1ccccn1 (stereo not given) | -2% | 24% | -8% | 0.6% | -10%
O=C(Nc1ccc2nc(N3CCOCC3)sc2c1)c1ccc(F)cc1 | 2% | 0% | -7% | 0.6% | nt
CC(=O)NCCc1nc2cc(NS(=O)(=O)c3ccccc3)ccc2n1C | -14% | 18% | 5% | i | -2%
CN(CCN(C)C(=O)c1[nH]cnc1C(=O)Nc1ccccc1)C(=O)c1[nH]cnc1C(=O)Nc1ccccc1 | 51% | 0% | 6% | 12% | nt
O=C(CN(Cc1cccs1)C(=O)CNS(=O)(=O)c1ccc(Cl)cc1)NCC1CCCO1 (stereo not given) | 3% | -1% | -2% | 1.0% | 10%
CCOC(=O)c1cnn(-c2cc(Oc3ccccc3)ncn2)c1N | -17% | 2% | 40% | 2.7% | -10%
COc1ccc(CCN2C(=O)CC(NNC(=O)c3cccc(O)c3)C2=O)cc1 (stereo not given) | 14% | 18% | -3% | 0.2% | -7%
CC1(c2ccc(Cl)cc2)NC(=O)N(CC(=O)N2CCCC2)C1=O (stereo not given) | -3% | -9% | 1% | i | 8%
Cc1cc(C)nc(N/N=C/C2=C(O)CC(c3ccc(F)cc3)CC2=O)n1 (stereo not given) | 35% | nt | 13% | 45% | 4%
COC(=O)[C@]12C(=O)NC[C@H](CN1c1ccc(C(F)(F)F)cc1)N2C | 7% | 5% | 7% | 0.7% | nt

10 entries already listed, arranged by molar mass, largest number first:
SMILES | M. tuberculosis | influenza NS1A | M. tuberculosis HTS | inhibitors of VEEV | PhoP GFP inhibition
CN(CCN(C)C(=O)c1[nH]cnc1C(=O)Nc1ccccc1)C(=O)c1[nH]cnc1C(=O)Nc1ccccc1 | 51% | 0% | 6% | 12% | nt
CC(=O)N1CCN(C2=NC(=O)/C(=C/c3ccc(OS(=O)(=O)c4ccccc4)cc3)S2)CC1 | 29% | 4% | 2% | 8.9% | 2%
CC(=O)Nc1ccc(S(=O)(=O)Nc2cc(S(=O)(=O)N3CCCCC3)ccc2O)cc1 | nt | -6% | nt | 1.9% | nt
COc1ccc(CCN2C(=O)CC(NNC(=O)c3cccc(O)c3)C2=O)cc1 (stereo not given) | 14% | 18% | -3% | 0.2% | -7%
O=C(COc1ccc2c3c(c(=O)oc2c1)CCCC3)NCc1cccnc1 | 38% | 2% | 2% | 1.2% | 17%
O=C(Nc1ccc2nc(N3CCOCC3)sc2c1)c1ccc(F)cc1 | 2% | 0% | -7% | 0.6% | nt
COC(=O)[C@]12C(=O)NC[C@H](CN1c1ccc(C(F)(F)F)cc1)N2C | 7% | 5% | 7% | 0.7% | nt
CC1CCN(C(=O)c2cc(S(=O)(=O)N3CCCCC3)c[nH]2)CC1 | 20% | -7% | -6% | 0.9% | nt
C=Cc1cc2c(cc1O)CCC1C2CCC2(C)C(O)CCC12 (stereo not given) | nt | 1% | nt | 6.6% | nt
Cc1ccc(Nc2ncnc(N)n2)cc1 | 14% | 5% | -8% | 1.0% | 6%

Source: PubChem
